PglD DTNB: C. jejuni PglD acetyltransferase inhibitors, primary screen, biochemical, DTNB colorimetric, single point. hit rate 0.098% among 360,000. inhibition, % at 12.5 µM. purified PglD enzyme, DTNB colorimetric CoA detection. UDP-N-acetylbacillosamine N-acetyltransferase PglD (Campylobacter jejuni); in the data active means inhibition above about 16%, passing the limit was not always enough; further: strong numbers were not always called active
miR122 inh: miR-122 Renilla sensor signal increase in Huh7, primary screen, miR-122 inhibitor project, cell-based, single point, plate reader | activation (reporter increase), % at 12.5 µM | Huh7 miR-122 Renilla luciferase sensor, 48 h; neutral wells = 0, positive control = 100 | hit rate 0.3% among 340,000 | AID 602342, 2012;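 active means mean replicate activation score at least 90 and every replicate individually at or above 90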;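 further: higher luciferase means less miR-122 activity so hits act as miR-122 inhibitors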
ERAP1 HTS inh: human ERAP1 aminopeptidase inhibitors, primary screen, biochemical, single point, plate reader | AID 652197, 2013 | recombinant ERAP1, Leu-AMC fluorescence, 60 min | inhibition, % at 10.7 µM | hit rate 0.15% among 340,000;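 active means mean replicate inhibition of at least 30%, or all replicates individually reaching that 30% level; inactive means mean below 30% and not every replicate reaching it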;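 further: 0% = neutral control wells and 100% = L-leucinethiol positive control wells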
Target sequence (Q9NZ08 whole entry, looked up): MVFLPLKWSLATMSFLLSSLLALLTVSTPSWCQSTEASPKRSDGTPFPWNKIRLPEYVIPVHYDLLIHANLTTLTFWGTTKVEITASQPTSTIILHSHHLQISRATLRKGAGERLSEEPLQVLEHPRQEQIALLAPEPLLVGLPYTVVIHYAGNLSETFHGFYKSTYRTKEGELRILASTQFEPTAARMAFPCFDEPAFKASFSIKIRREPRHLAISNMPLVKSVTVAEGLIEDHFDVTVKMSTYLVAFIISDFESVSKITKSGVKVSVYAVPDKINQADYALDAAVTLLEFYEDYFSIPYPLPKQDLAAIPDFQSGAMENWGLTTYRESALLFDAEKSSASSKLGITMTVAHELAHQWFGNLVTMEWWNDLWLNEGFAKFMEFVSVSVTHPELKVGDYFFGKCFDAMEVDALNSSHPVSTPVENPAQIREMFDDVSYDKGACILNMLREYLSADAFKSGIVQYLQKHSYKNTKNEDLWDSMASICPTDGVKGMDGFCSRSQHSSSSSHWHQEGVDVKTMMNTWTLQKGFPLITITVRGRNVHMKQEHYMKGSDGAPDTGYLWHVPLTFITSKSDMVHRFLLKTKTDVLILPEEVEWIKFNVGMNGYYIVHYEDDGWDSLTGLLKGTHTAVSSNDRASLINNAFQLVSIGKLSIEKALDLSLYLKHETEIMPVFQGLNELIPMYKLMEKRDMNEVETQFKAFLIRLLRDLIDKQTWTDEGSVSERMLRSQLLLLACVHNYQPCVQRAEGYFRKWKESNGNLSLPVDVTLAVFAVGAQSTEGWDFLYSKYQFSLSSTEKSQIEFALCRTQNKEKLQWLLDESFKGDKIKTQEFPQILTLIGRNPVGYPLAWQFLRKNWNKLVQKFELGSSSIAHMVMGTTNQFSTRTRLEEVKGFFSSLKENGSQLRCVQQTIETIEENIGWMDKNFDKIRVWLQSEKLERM
RAD52 inh: RAD52 DNA annealing inhibitors, primary screen, biochemical, FRET, single point, set 2; DNA repair protein RAD52 homolog (Homo sapiens), P43351; recombinant RAD52 DNA annealing, FRET fluorescence; inhibition, % at 18.7 µM; hit rate 0.46% among 360,000; AID 651710, 2012;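 active means every replicate showing at least 50% inhibition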
RAD54 branch: inhibitors of human RAD54 branch migration, primary screen, biochemical, fluorescence, single point. DNA repair and recombination protein RAD54-like (Homo sapiens), Q92698. RAD54 Holliday junction branch migration, FAM/BHQ fluorescence. inhibition, % at 10.4 µM. hit rate 0.14% among 360,000. AID 602329, 2012;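 active means mean normalized replicate activity at least 40 and at least half of replicates scoring 40 or more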;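 further: 0% = median of neutral control wells and 100% = median of positive control wells; inhibitors cause a drop in the FAM fluorescence signal; in these data hits start at about 50%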
Cneo AK release: Cryptococcus neoformans cell lysis inducers, primary screen, AK release luminescence, single concentration | C. neoformans lysis, adenylate kinase release luminescence, 4 h; normalised: neutral wells 0, clomiphene wells 100 | lysis activity, % at 15 µM | hit rate 0.2% among 360,000 | AID 651654, 2012;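 active means mean lysis activity across replicates of at least 80%, whatever share of replicates individually reach that level; inactive means mean lysis activity below 80%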
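read-out = cell lysis signal | test system = log-phase Cryptococcus neoformans yeast cells | input = cells at 5 × 10^6 per mL | medium = fresh YPD growth medium | signal = luminescent adenylate kinase detection reagent | timing = 4 h at 37 °C static, read 1 h later | dosing = single dose | controls = Clomiphene as positive lysis control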
PGC1a acetyl inh: inhibitors of PGC1a acetylation signal, primary screen, cell-based, U2OS, AlphaScreen, inhibitor mode | hit rate 0.17% among 350,000 | AlphaScreen anti-acetyl-lysine; with virally co-expressed GCN5 acetyltransferase | AID 651687, 2012 | inhibition, % at 15.6 µM;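 active means every replicate shows inhibition of at least 40%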;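 further: 0% = neutral control wells and 100% = positive control wells; some results beyond the cut were filed as inactive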
E-sel inducer: E-selectin induction in HUVECs, primary screen, imaging, HUVEC, immunofluorescence imaging, single point. P16581. normalized: neutral wells 0, TNF-alpha wells 100. activation, % at 7.58 µM. hit rate 0.37% among 260,000. AID 686992, 2013;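 active means mean E-selectin-positive cell signal at least 10% of the positive control, reached in at least 60% of replicates, without over 20% cell loss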;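 further: in these data hits start at about 27%; measured in HUVEC primary endothelial cells; signal is the percent of cells scored E-selectin positive by PE staining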
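System: HUVEC, human umbilical vein endothelial cells; quantity: 3,000 cells/well; buffer or medium: EGM-2 medium, gelatin-coated wells; dosing: single-point compound dose; detection: immunofluorescence imaging; evaluation: % PE-positive cells; benchmarks: TNF-alpha, DMSO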
An asterisk follows results filed as active; . = not tested or not shown; & = joins results of further samples; ! = a repeat was not active; [ ] = another dose, or the depositor's remark.

Each structure is followed by: PglD DTNB, miR122 inh, ERAP1 HTS inh, RAD52 inh, RAD54 branch, Cneo AK release, PGC1a acetyl inh, E-sel inducer
> Cc1ccccc1NC(=O)Cc1nc(COC(=O)CSc2ccccc2)cs1
 : -7, 1, 0, -34, 1, -1, 3, -0.1
> CCOc1ccc(Oc2ccc(C(F)(F)F)cc2NC(=O)C2=COCCO2)cc1
 : 13, 3, -2, -8, -1, 1, 0, 1.3
> Cc1ccc(C)c(NC(=O)CC2Sc3ccccc3NC2=O)c1 (configuration not stated)
 : ., 0, 2, 13, ., ., -3, -1.1
> Cc1ccc(OCc2nc(-c3cccs3)no2)c([N+](=O)[O-])c1
 : ., -2, -1, -5, ., ., -9, 24
> COc1cccc(CN2CCN(Cc3cccc(Oc4ccccc4)c3)CC2)c1OC
 : 7, 5, 7, 7, 8, 3, 5, 0.1
> C[C@@H]1CCCCO[C@H](CN(C)C(=O)Nc2ccc(F)cc2)[C@@H](C)CN([C@@H](C)CO)C(=O)c2cc(NS(=O)(=O)c3cn(C)cn3)ccc2O1
 : 2, 11[16.7 µM], -1, 2, -2, -2, 4, -0.1
> C[C@@H]1CN([C@H](C)CO)C(=O)c2cccc(NS(C)(=O)=O)c2O[C@H]1CN(C)Cc1ccc(Cl)c(Cl)c1
 : -8, 16[16.7 µM], -2, -5, -1, 4, 2, 17
> CCn1ncc(C(=O)Nc2ccc([N+](=O)[O-])cc2OC)c1C
 : 2, 6, 1, -5, -5, -10, 4, .
> CC=Cc1ccc2n(c1=O)C[C@@H]1[C@@H](CO)[C@H](C(=O)N[C@H](C)c3ccccc3)N(C(=O)c3ccccn3)[C@H]21 (mixture of isomers)
 : 2, -4[16.7 µM], 1, -19, 10, 0, ., -0.3
> Cn1c(SCC(=O)C(C)(C)C)nnc1-c1ccncc1
 : -1, 3, ., ., -5, -2, -1, .
> C[C@@H]1CN([C@@H](C)CO)C(=O)c2cc(NS(C)(=O)=O)ccc2O[C@@H]1CN(C)Cc1ccccc1
 : 1, -6[16.7 µM], 0, 5, -12, -7, -1, 0.0
> COc1cc2c(cc1OC)-c1onc(-c3ccc(OCCO)cc3)c1CCCN(CC(C)O)CC2 (configuration not stated)
 : -3, ., -1, 1, -6, 12, 6, .
> CCOC(=O)C1CCCN(C(=O)Cn2nc(CC)n3c(cc4sccc43)c2=O)C1 (configuration not stated)
 : 0, 0, 1, -5, -3, 1, -4, 4.4
> CN(C(=O)CSc1nnc(Nc2ccccc2)s1)c1c(N)n(Cc2ccccc2)c(=O)[nH]c1=O
 : 2, -2, ., ., -8, -1, 3, .
> O=C(NCc1ccccc1C(F)(F)F)c1cccc2c1C(=O)c1ccc(N3CCCCC3)cc1S2(=O)=O
 : 0, 5, ., -109, -19, -6, 19, 0.4
> COC(=O)c1ccccc1NC(=O)C1CC(=O)N(c2ccc(C)c(C)c2)C1 (configuration not stated)
 : -5, 3, ., ., -2, 0, 8, .
> N#Cc1c(NC(=O)CN2CCCCC2)sc2c1CCC2
 : -1, -1, ., ., 1, 2, 0, .
> Cc1ccc(S(=O)(=O)CC(=O)Nc2ccc(S(=O)(=O)Nc3ccccn3)cc2)cc1
 : ., ., 3, -15, ., ., 2, 3.0
> O=C(CSc1nnc(COc2ccccc2)n1Cc1ccco1)Nc1ccc2c(c1)OCCO2
 : -8, 5, 4, 2, 1, 3, -7, .
> Cc1ccccc1OCCn1cc(/C(N)=N/O)c2ccccc21
 : -5, -6, 0, -4, 4, 4, -19, .
> O=C(c1ccccc1)N1C[C@H]2[C@@H](c3ccccc31)[C@@H](CO)N2Cc1ccccc1F
 : 2, 21[16.7 µM], 0, 3, -12, -7, 2, 0.2
> CCOc1cc(C(=O)NCc2ccc(F)cc2)ccc1OCC(=O)N1CCCCC1
 : -1, -12, -2, -2, -3, 1, -3, 3.5
> Cc1cc(C)cc(N(C(C)C(=O)NCc2ccc3c(c2)OCO3)S(C)(=O)=O)c1 (configuration not stated)
 : 7, 0, 1, -8, 1, 1, -5, 0.3
> CCC1CCCCN1C(=O)c1ccc([N+](=O)[O-])o1 (configuration not stated)
 : 2, -6, 4, -9, 5, 0, -5, .
> Cc1ccc(S(=O)(=O)N(C)C[C@H]2OCCCC[C@@H](C)Oc3ccc(NS(=O)(=O)c4cn(C)cn4)cc3C(=O)N([C@@H](C)CO)C[C@H]2C)cc1
 : -1, 2[16.7 µM], 7, -21, -1, 49, -1, .
> CCCCOC(=O)c1ccc(N2C(=O)CC(N3CCN(C/C=C/c4ccccc4)CC3)C2=O)cc1 (configuration not stated)
 : -2, -2, 4, 17, 6, 0, 7, .
> CN(Cc1cnc2nc(N)nc(N)c2n1)c1ccc(C(=O)N[C@@H](CCC(=O)O)C(=O)O)cc1
 : -2&-200, -9&-30, -38&-13, -10&-28, -13&-7, -1&-1, 43*!, 0.1&2.0
> C[C@H]1CN([C@@H](C)CO)C(=O)c2cccc(NC(=O)c3nc4ccccc4s3)c2O[C@H]1CN(C)S(=O)(=O)c1cn(C)cn1
 : -3, 0[16.7 µM], 1, 0, 7, -1, 8, 0.0
> CCC(=O)N1C[C@@H](C)[C@H](OC)CN(C)C(=O)c2ccc(NC(=O)c3ccccc3)cc2OC[C@@H]1C
 : -1, ., 3, -8, -10, 0, -15, 0.0
> CC(C)CC#Cc1cnc2c(c1)C(=O)N([C@H](C)CO)C[C@@H](C)[C@H](CN(C)Cc1ccccc1)O2
 : 0, -3[16.7 µM], -2, 24, 5, -4, -33, 0.5

2 entries from above, with tabs.
structure	PglD DTNB	miR122 inh	ERAP1 HTS inh	RAD52 inh	RAD54 branch	Cneo AK release	PGC1a acetyl inh	E-sel inducer
N#Cc1c(NC(=O)CN2CCCCC2)sc2c1CCC2	-1	-1	.	.	1	2	0	.
Cc1ccc(C)c(NC(=O)CC2Sc3ccccc3NC2=O)c1 (configuration not stated)	.	0	2	13	.	.	-3	-1.1

Further results.
Each structure is followed by: PglD DTNB, miR122 inh, ERAP1 HTS inh, RAD52 inh, RAD54 branch, Cneo AK release, PGC1a acetyl inh, E-sel inducer
> COc1cc(OC)c(S(=O)(=O)NCc2ccco2)cc1S(=O)(=O)NCc1ccco1
 : 1, 40, ., ., 3, -3, 1, .
> COc1ccc(-c2cc(-c3cccs3)c(C#N)c(SCC(=O)NCc3ccccc3)n2)cc1
 : -10, -4, ., ., 3, -1, 4, .
> O=C1c2ccccc2NC(c2ccccc2)N1/N=C/c1ccccc1 (configuration not stated)
 : -3, -6, ., ., 5, -1, 10, .
> N#Cc1cc2nc(O)c(O)nc2cc1[N+](=O)[O-]
 : -2, -2, 4, -10, -3, -1, 0, 2.5
> COc1ccc(/C=N/Nc2nc(C)cc(-c3ccccc3)n2)cc1OC
 : -2, -1, -4, 0, -4, 7, 5, .
> O=C(COC(=O)CCNS(=O)(=O)c1ccc2c(c1)OCCO2)NC1CCCc2ccccc21 (configuration not stated)
 : 0, -11, ., ., -6, 4, 10, .
> CC(=O)N1CCSc2ccc(S(=O)(=O)NCCc3cccc(C)c3)cc21
 : 7, 79, -2, -3, -6, 0, -5, .
> O=S(=O)(Cc1cc(Cl)nc(-c2cccnc2)n1)c1ccccc1
 : 3, 3, ., ., 4, -4, 0, .
> COc1ccc(-c2nn(C)c(=O)c3ccccc23)cc1NC(=O)Cn1nc(C)c2ccccc2c1=O
 : -2, ., 1, 7, -5, 0, -2, .
> CCOC(=O)c1ccc(Nc2cc(C)nc(N3CCOCC3)n2)cc1
 : 6, -4, ., ., -1, -2, -18, .
> O=C(CCN1C(=O)/C(=C/c2ccc(F)cc2)SC1=S)NC1C=CS(=O)(=O)C1 (configuration not stated)
 : 3, ., -2, -12, 0, 2, ., -0.1
> CO[C@H]1CC[C@@H]2CCN(C)C(=O)[C@@H](C)[C@H](OC)CN(C)C(=O)c3cccc(C#N)c3OC[C@H]1O2
 : -1, ., 2, 2, 3, -8, 9, 0.0
> O=C(COC(=O)c1ccccn1)Nc1cccc(Cl)c1Cl
 : 1, -3, ., ., 5, 6, 35, 1.7
> Cc1ccc(S(=O)(=O)N2CCN(CC(=O)N/N=C\c3ccc(O)c(O)c3)CC2)cc1
 : 7, 7, 0, -7, 15, -1, 2, 0.0
> CN(C)C(=O)c1ccc(-c2ccc3c(c2)[C@H]2[C@H](CCN2C(=O)C2CCCCC2)[C@@H](CO)N3C)cc1
 : ., ., 1, 27, ., ., -28, -0.1
> CCC(=O)Nc1ccc2c(c1)C(=O)N(C)[C@H]1CC[C@@H](CC(=O)N[C@@H](C)c3ccccc3)O[C@@H]1CO2
 : 5, -2[16.7 µM], 5, -1, -14, 15, 1, 0.0
> C[C@@H]1CN([C@H](C)CO)C(=O)c2cc(NC(=O)CCCN(C)C)ccc2O[C@@H]1CN(C)S(=O)(=O)c1ccccc1
 : 1, 5[16.7 µM], 0, 5, 6, 0, -2, 0.1
> COc1cc([N+](=O)[O-])c(C)cc1NC(=O)c1ccc(OC)c(OC)c1
 : 6, -2, -3, -23, -4, 0, -3, 0.4
> O=[N+]([O-])c1cccc(-c2ccc(/C=N/NC(=S)Nc3ccccc3)o2)c1
 : 2, -2, ., ., 6, 5, 2, .
> CC(=O)c1cccc(NC(=O)c2ccc(C)c(S(=O)(=O)N3CCOCC3)c2)c1
 : ., 1, 2, -15, ., ., -8, 0.2
> COc1cccc(S(=O)(=O)N[C@H]2CC[C@@H](CCn3cc(-c4ccccc4)nn3)O[C@H]2CO)c1
 : -3, ., 5, -5, 3, -3, -3, 0.2
> CCOc1cc(S(=O)(=O)NCc2cccs2)ccc1Cl
 : -2, 51, ., ., 2, 8, -11, .
> CC(C)c1cc(C(=O)N/N=C/c2ccoc2)cs1
 : -3, ., 2, -15, 8, 1, ., 0.0
> O=[N+]([O-])c1cccc(-c2nnc(-c3ccccc3F)o2)c1
 : -2, ., 3, 7, 2, 2, ., -0.1
> COc1ccc(CN(C)C[C@H]2Oc3ccc(NC(=O)NC(C)C)cc3CC(=O)N([C@H](C)CO)C[C@H]2C)cc1
 : 5, 1[16.7 µM], 1, -2, -36, 0, -15, -5.5
> CCc1nc2c(OCc3ccc(OC(F)F)cc3)cccn2c1N(C)C(=O)c1cccs1
 : 2, 0, 2, -55, 7, 0, 9, -0.3
> COc1ccc(S(=O)(=O)N(C)C[C@@H]2Oc3ncccc3C(=O)N([C@H](C)CO)C[C@@H]2C)cc1
 : -3, 4[16.7 µM], 42*, 9, -3, -7, -5, -0.3
> c1ccc(CCn2nnnc2CN2CCCc3ccccc32)cc1
 : -2, 3, ., ., -27, 1, -9, .
> COc1cccc(OC(C)c2ccnc3nc(/N=C/N(C)C)nn23)c1 (configuration not stated)
 : -8, -3, ., ., 5, 3, -13, .
> C[C@@H]1CN([C@@H](C)CO)C(=O)c2cccc(NC(=O)c3ccc(-c4nccs4)cc3)c2O[C@H]1CN(C)C(=O)Nc1ccc2c(c1)OCO2
 : 8, -3[16.7 µM], 0, 11, 0, 0, 21, -3.2
> CCOc1ccc2[nH]c(=O)c(CN(Cc3nnnn3Cc3ccco3)C3CCCCC3)cc2c1
 : 1, 1, ., ., -3, -2, 7, .
> Cc1ccc2c(c1)N(CC(=O)N1CCN(c3ccccc3)CC1)C(=O)C(C)O2 (configuration not stated)
 : 6, ., -2, -6, -10, 2, ., -0.1

Source: PubChem BioAssay (Broad Institute)
